Screens deposited in PubChem BioAssay by Broad Institute.
CD40 NFkB inh = CD40 pathway inhibition in BL2 cells; BL2 NF-kB luciferase reporter, CD40L-induced, 4 h; inhibition, % at 10 µM; AID 1053188; hit rate 0.94% among 83,000;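 active = mean inhibition of at least 50% with a set share of replicates also reaching that level; inconclusive = no clear call, values can overlap the other calls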;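 also: 0% = neutral control wells and 100% = IKK inhibitor VII at 50 µM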
* marks the source's active call; other numbers are inactive results; ? = inconclusive; & = joins results of further samples; [ ] = remark or other dose.

CD40 NFkB inh,mol
-4,COc1ccc(-c2nc(NC(=O)C3=NN(c4cccc(C)c4)C(=O)CC3)sc2C)cc1
-9,O=C(CCC1CCCN(C(=O)c2ccco2)C1)NCc1ccccc1F (configuration not stated)
7,CCN1CCN(c2ccc(S(=O)(=O)N3CCOCC3)cc2NC(=O)c2ccc(C(F)(F)F)cc2)CC1
9,O=S(=O)(c1cccs1)N1CCN(Cc2ccccc2)CC1
-4,O=S(=O)(c1cccc(-c2nnco2)c1)N1CCOCC1
3,CC1(C)Cc2c(C#N)c(NCCN3CCOCC3)nc(-c3ccccc3)c2CO1
16,Cc1cc(C(=O)Nc2cccnc2)on1
3,CCN(CC)S(=O)(=O)c1ccc(C(=O)C(C#N)c2ccccn2)cc1 (configuration not stated)
-19,Cc1cc(C(=O)NNC(=O)c2ccc(Cl)cc2Cl)c(C)o1
7,CC(CN1CCCCCC1)C(=O)NN (configuration not stated)
10,CCC(C)(C(=O)NC1CCCC1)N(CC1CCCO1)C(=O)CNC(=O)c1ccccc1 (configuration not stated)
-10[25 µM],CCCNC(=O)N(C)C[C@@H]1Oc2cc(C#C[C@@H](C)O)ccc2S(=O)(=O)N([C@@H](C)CO)C[C@H]1C

By substructure: the compounds so far containing sulfur (6)
CD40 NFkB inh,mol
-4,COc1ccc(-c2nc(NC(=O)C3=NN(c4cccc(C)c4)C(=O)CC3)sc2C)cc1
7,CCN1CCN(c2ccc(S(=O)(=O)N3CCOCC3)cc2NC(=O)c2ccc(C(F)(F)F)cc2)CC1
9,O=S(=O)(c1cccs1)N1CCN(Cc2ccccc2)CC1
-4,O=S(=O)(c1cccc(-c2nnco2)c1)N1CCOCC1
3,CCN(CC)S(=O)(=O)c1ccc(C(=O)C(C#N)c2ccccn2)cc1 (configuration not stated)
-10[25 µM],CCCNC(=O)N(C)C[C@@H]1Oc2cc(C#C[C@@H](C)O)ccc2S(=O)(=O)N([C@@H](C)CO)C[C@H]1C

New compounds follow.
CD40 NFkB inh,mol
5,COc1ccc(C(=O)C2CCN(CC(=O)NCc3ccccc3)CC2)cc1
5,CC1CCC(C(C)C)C(OCC[N+](C)(C)C)C1 (configuration not stated)
-3,CC(C)[C@@H](C)NC(=O)N(C)C[C@H]1OCc2ccccc2-c2c(n(C)c3ccccc23)C(=O)N([C@@H](C)CO)C[C@@H]1C
-16,Nc1nn(-c2ccccc2)nc1C(=O)OCc1ccccc1
-7,COc1cc(SC)ccc1C(=O)OCC(=O)NC(=O)NC(C)C
3,O=C(CN1CCN(c2ccccn2)CC1)Nc1cccc(S(=O)(=O)N2CCOCC2)c1
-1,O=C(CCNC(=O)c1ccc(Br)cc1)Nc1nc2ccccc2[nH]1
16,O=C(CN1C(=O)c2cccc3cccc1c23)Nc1cccnc1
-18,CCOc1ccc(C(=O)OCCCN(C)C)cc1
4,O=C(CSC(=S)N1CCCC1)Nc1ncc(Cl)cc1Cl
2,O=[N+]([O-])c1ccccc1/C=C/CN1CCCCC1
-5[25 µM],O=C(C[C@H]1C[C@@H]2c3cc(NC(=O)c4ccc5c(c4)OCO5)ccc3O[C@@H]2[C@@H](CO)O1)NCCN1CCCCC1

Later entries.
CD40 NFkB inh,mol
12,O=C1Nc2ccc(S(=O)(=O)NCCC3=CCCCC3)c3cccc1c23
7,CN(CC(=O)Nc1ccccc1Cl)C(=O)COC(=O)c1ccc(S(=O)(=O)C(F)F)cc1
-4&-20[25 µM],Fc1ccc(-c2ccc(C3[C@@H]4CN(Cc5cccc(F)c5)C[C@H]3N4)cc2)cc1 (some centres not stated)
-1,CC(=O)c1ccc(S(=O)(=O)Nc2ccccc2C(=O)NC2CC2)cc1
13[25 µM],O=C(C[C@@H]1C[C@@H]2c3cc(NS(=O)(=O)c4ccc(F)cc4)ccc3O[C@@H]2[C@H](CO)O1)N1CCc2ccccc2C1
24,CC(CCc1ccccc1)NCC(O)COc1ccccc1 (configuration not stated)
6,Cc1nn(CC(=O)OCC(=O)c2ccccc2)c(C)c1[N+](=O)[O-]
-1,CN(C)S(=O)(=O)c1cccc(COC(=O)c2cc([N+](=O)[O-])ccc2N2CCOCC2)c1
5,Cc1ccc(CNC(=O)c2cc(COc3c(F)cccc3F)on2)s1
-24,COC(=O)[C@@H]1CCCN1C(=O)CCc1nnc(CCc2c[nH]c3ccccc23)o1
4,COc1ccc(C(=O)N2CCN(c3ccc(NC(=O)Cc4ccccc4)cc3)CC2)cc1
-9[25 µM],COc1ccc2c3c([nH]c2c1)[C@@H](CO)N(Cc1cccnc1)CC31CCN(C(=O)CN(C)C)CC1

Next entries.
CD40 NFkB inh,mol
5,Cn1ncc([N+](=O)[O-])c1C(=O)Nc1cc(Cl)ccc1Cl
5,COC(=O)C(C)(C)NC(=O)c1cccs1
1,O=C(NCCNC(=O)c1ccc(-c2cc(Cl)ccc2Cl)o1)c1cnccn1
4,COc1ccc(N2CC(C(=O)NCc3ccccc3)CC2=O)cc1 (configuration not stated)
4,O=C(Cc1ccccc1)N1C[C@H]2[C@@H](c3ccccc31)[C@H](CO)N2C(=O)C1CC1
10[25 µM],Cc1ccc(S(=O)(=O)N[C@@H]2CC[C@@H](CC(=O)NCc3ccncn3)O[C@@H]2CO)cc1
-4,COCCNC(=O)C(=O)N/N=C/c1cccs1
33*,CC(C)N1C(=O)/C(=C\c2nc3ccccc3c(=O)[nH]2)c2ccccc21
-1,CC(=O)N1CCN(C(=O)COc2ccccc2C(=O)Nc2ccccc2)CC1
-1,N#C/C(=C/c1ccccc1)C(=O)OCC(=O)Nc1ccccc1[N+](=O)[O-]
15,CN(C)C(CNC(=O)c1cc(S(=O)(=O)N2CCOCC2)ccc1F)c1cccs1 (configuration not stated)
-1,O=C(O)CNC(=O)c1ccccc1Br

Other entries follow:
CD40 NFkB inh,mol
7,CCCNC(=O)N1CCCC(C(N)=O)C1 (configuration not stated)
3,Nc1cc(=O)[nH]c(SCC(=O)NNC(=O)c2ccccc2)n1
-18,CC(=O)N(C)C[C@H]1Oc2ccc(NS(C)(=O)=O)cc2C(=O)N(C)C[C@H]1C
2,CCn1c(COC(=O)CNC(=O)c2cc(OC)c(OC)c(OC)c2)nc2cc(S(=O)(=O)N(C)C)ccc21
-1&7,COc1ccccc1S(=O)(=O)N1C[C@@H]2N[C@H](C1)C2c1ccc(-c2cccc(C)c2)cc1 (some centres not stated)
3,O=C(/C=C/c1ccc(F)cc1)NC(=S)Nc1ccccc1C(=O)NC1CCCCC1
-25,O=C(COC(=O)c1cccs1)NCc1cccs1
3[25 µM],C[C@@H]1CN([C@@H](C)CO)C(=O)c2cc(/C=C/c3ccccc3)cnc2O[C@@H]1CN(C)S(=O)(=O)c1ccccc1F
-15,COCCCNC(=O)CCc1nnc(Cc2ccc(-c3ccccc3)cc2)o1
13,COc1ccc(CCC(=O)NCc2ccc3c(c2)OCO3)cc1
-9[25 µM],CCCNC(=O)[C@H]1[C@H](CO)[C@H]2Cn3c(ccc(-c4cccc(OC)c4)c3=O)[C@H]2N1Cc1nccs1
10,OC(CCCN1CCCCC1)(c1ccccc1)c1ccccc1

The list goes on.
CD40 NFkB inh,mol
16,COc1cc(NC(=O)c2ccccc2)c(OC)cc1NC(=O)Cc1cccs1
3,N#C[C@H]1[C@@H](c2ccccc2)[C@H](CO)N1C(=O)Cc1ccccn1
-59,CC(CNC(=O)CCc1nnc(CCC2CCCCC2)o1)c1ccccc1 (configuration not stated)
-28,COc1cccc(C=C2SC(=S)NC2=O)c1
13,CSc1nnc(N(CCC#N)CCC#N)s1
5,CC(C)CNC(=O)COC(=O)CCC(=O)c1cccs1
-1[25 µM],O=C(c1ccccc1F)N1C[C@H]2[C@@H](c3ccccc31)[C@H](CO)N2C(=O)c1ccc(F)cc1
-41,Cc1ccc(C=Cc2ccccn2)cc1
-7,Cc1ccc(C(=O)Oc2cccc(-n3cnnn3)c2)cc1
-27[25 µM],CO[C@@H](CN(C)S(=O)(=O)c1ccc(C)cc1)[C@H](C)CN(C(=O)Nc1ccccc1F)[C@H](C)CO
20,Cc1c(C(=O)N/N=C/c2ccccn2)nnn1-c1nonc1N
7,Cc1cc(=O)[nH]c2c(C)c(N)ccc12

Some of these compounds in order of the CD40 NFkB inh value, lowest first.
SMILES	CD40 NFkB inh
CC(CNC(=O)CCc1nnc(CCC2CCCCC2)o1)c1ccccc1 (configuration not stated)	-59
Cc1ccc(C=Cc2ccccn2)cc1	-41
N#C[C@H]1[C@@H](c2ccccc2)[C@H](CO)N1C(=O)Cc1ccccn1	3
CC(C)CNC(=O)COC(=O)CCC(=O)c1cccs1	5
Cc1cc(=O)[nH]c2c(C)c(N)ccc12	7
CSc1nnc(N(CCC#N)CCC#N)s1	13

Further structures follow.
CD40 NFkB inh,mol
-7,CN1CCN(C(=O)c2ccc3c(c2)N(Cc2ccccc2)CCS3)CC1
10,Cc1ccc(-n2c(SC3CCOC3=O)nc3ccccc3c2=O)cc1 (configuration not stated)
-19,O=C1CCCC(=O)N1c1ccc(Oc2ccc(Cl)cc2)cc1
-8[25 µM],O=C(O)C[C@H]1CC[C@@H]2[C@H](COC[C@H](O)CN2S(=O)(=O)c2ccc(Oc3ccccc3)cc2)O1
14[25 µM],CCCNC(=O)[C@H]1[C@H](CO)[C@H]2Cn3c(ccc(/C=C/c4ccccc4)c3=O)[C@@H]1N2C(=O)C1CCC1
-2,O=C(Nc1ccccc1)C1CCCN1S(=O)(=O)c1cccs1 (configuration not stated)
-1,COCCNC(=O)COc1ncnc2ccc(Br)cc12
-8[25 µM],N#Cc1ccc(-c2ccc(C3[C@H]4CNC[C@@H]3N4C(=O)Nc3ccccc3F)cc2)cc1 (some centres not stated)
-4,CC1CCN(CC(=O)NC(=O)NCc2ccccc2)CC1
14,CC(C)(C)CNC(CO)C12CC3CC(CC(C3)C1)C2 (configuration not stated)
-29,Cc1c(C(=O)NNC(=O)c2ccccc2O)oc2ccc(Br)cc12
-10[25 µM],C/C=C/c1cnc2c(c1)C(=O)N([C@H](C)CO)C[C@H](C)[C@H](CN(C)C(=O)C1CCOCC1)O2

(next part)
CD40 NFkB inh,mol
1,Cn1cccc1C(=O)Nc1ccc(Cl)c(S(=O)(=O)N2CCCCC2)c1
2[25 µM],COc1cccc(-c2ccc([C@H]3[C@@H](CO)N4C(=O)CNC[C@@H]34)cc2)c1
28,C[C@H](CO)N1C[C@H](C)[C@@H](CN(C)CC2CCCCC2)Oc2c(NC(=O)c3nc4ccccc4s3)cccc2C1=O
?,O=C1C(O)CC2c3ccccc3CC3(CCCC3)N12 (configuration not stated)
-9,CCNC(=O)COc1ccc(CC)cc1
0,O=C(COC(=O)C1CCN(c2ccc(C(F)(F)F)cn2)CC1)NCc1ccc(Cl)cc1Cl
5,COc1ccc(OC)c(NC(=O)c2ccc(-n3cccn3)nc2)c1
11,O=C(NNC(=O)c1ccc(-n2cncn2)c([N+](=O)[O-])c1)c1ccc(Cl)cc1
-3,COC(=O)c1cn(CC(=O)N2CCCCCC2)c2ccccc12
-2[25 µM],COc1ccc(-c2ccc([C@@H]3[C@H]4CN(C(=O)Cc5ccccn5)CC(=O)N4[C@H]3CO)cc2)cc1
-8[25 µM],CC(C)CN(C[C@H]1N[C@H](CO)[C@H]1c1ccccc1)C(=O)CN(C)C
-6[25 µM],Cc1noc(C)c1NC(=O)Nc1ccc2c(c1)C(=O)N(C)[C@@H]1CC[C@H](CC(=O)N[C@@H]3CCN(Cc4ccccc4)C3)O[C@@H]1CO2

Continuation:
CD40 NFkB inh,mol
14,N#Cc1c(N)n(CCOC(=O)c2ccc(Cl)cc2)c2nc3ccccc3nc12
-27[25 µM],CS(=O)(=O)N1[C@H](C#N)[C@H](c2ccc(-c3ccccc3F)cc2)[C@H]1CO
8,N#CC1(NC(=O)CSc2nnc(COc3ccccc3F)n2N)CCCCC1
-30,CC(C)n1cc(C(=O)N2CCCC(Nc3ccc(F)c(F)c3)C2)cn1 (configuration not stated)
1[25 µM],O=C(C1CCCCC1)N1[C@@H](CO)[C@@H]2c3ccccc3NC[C@@H]21
2,COc1ccc(NC(=O)COC(=O)c2cc(S(=O)(=O)N3CCCC3)ccc2O)cc1
-15,COc1ccc(-c2nc(NC(=O)c3c(C)noc3C)sc2C)cc1
-21,O=C(Nc1ccc2c(c1)OCO2)c1cc(C2CCCCN2S(=O)(=O)c2cccs2)on1 (configuration not stated)
39,CC(=O)OC(C)C[N+](C)(C)C (configuration not stated)
5,O=C1OC(CC(=O)N(Cc2nnc(-c3ccc(Cl)cc3)o2)C2CC2)c2ccccc21 (configuration not stated)
9,COc1ccccc1NS(=O)(=O)c1ccc(C(=O)NCc2ccco2)cc1
2,COc1ccc(N(C(=O)c2cccnc2)S(=O)(=O)c2cccs2)cc1

(more compounds)
CD40 NFkB inh,mol
6,Fc1cc(F)cc(-c2oncc2-c2nnnn2-c2ccccc2)c1
4,Cc1cccc(-c2noc(CN(C(=O)C(c3ccccc3)c3ccccc3)C(C)C)n2)c1
-4,O=C(Cn1nnc(-c2ccc3c(c2)OCO3)n1)N1CCOCC1
3,CC(=O)C1CCC2C3CC(C)=C4CC(O)CCC4(C)C3CCC12C (configuration not stated)
5[25 µM],CN(C[C@@H]1N[C@H](CO)[C@@H]1c1ccc(C#CCC2CCCC2)cc1)S(C)(=O)=O
6,O=C(O)CCCCNCc1ccccc1
-4,CC(C)C12CN3CC(C(C)C)(CN(C1)C31C(=O)Nc3ccccc31)C2=O (configuration not stated)
4,CS(=O)(=O)N1CCN(C2C3CC4CC(C3)CC2C4)CC1 (configuration not stated)
-11,CN1C(=O)c2cc(NC(=O)c3cccc(F)c3)ccc2OC[C@@H]2O[C@@H](CC(=O)NCC3CC3)CC[C@H]21
-9,Cc1cc(-c2nnc(CCC(=O)NC(C)(C)C34CC5CC(CC(C5)C3)C4)o2)no1
-3,Clc1ccccc1NCSC1=NCCS1
15,CC(C)NC(=O)Nc1ccc2c(c1)C(=O)N(C)C[C@H](C)[C@@H](CN(C)C(=O)OC(C)(C)C)O2
-20,COc1ccc(NC(=S)NC(=O)/C=C/c2ccco2)cc1

4 entries drawn at random from those above:
CD40 NFkB inh,mol
15,CC(C)NC(=O)Nc1ccc2c(c1)C(=O)N(C)C[C@H](C)[C@@H](CN(C)C(=O)OC(C)(C)C)O2
-11,CN1C(=O)c2cc(NC(=O)c3cccc(F)c3)ccc2OC[C@@H]2O[C@@H](CC(=O)NCC3CC3)CC[C@H]21
-9,Cc1cc(-c2nnc(CCC(=O)NC(C)(C)C34CC5CC(CC(C5)C3)C4)o2)no1
4,Cc1cccc(-c2noc(CN(C(=O)C(c3ccccc3)c3ccccc3)C(C)C)n2)c1

Some of the compounds tested (hit frequency here may not be typical).
